Siah-1 displacement: blockers of Siah-1 interaction with plectin peptide – biochemical, fluorescence polarization, rhodamine-plectin, uHTS, primary screen (AID 1817); Siah-1 / rhodamine-plectin peptide fluorescence polarization; higher % means a stronger effect; one-dose displacement, % at 20 µM; IC50 in µM for titrated hits; 0.02% of 290,000 active;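 active means displacement of at least 50% at 20 µM, with a fluorescence ratio check between 0.3 and a set limit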;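 further: plate controls were Siah plus tracer with DMSO for no effect and tracer alone without Siah for full effect; strong numbers were not always called active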
West Nile virus CPE: inhibition of WNV-induced cytopathic effect – cell-based, CPE readout (AID 1621) | West Nile virus-infected cells, CPE inhibition; higher % means a stronger effect | one-dose CPE inhibition, % at 10 µM; IC50 in µM for titrated hits | 0.02% of 290,000 active; in the data active means a potency from the dose series; further: strong numbers were not always called active
Salmonella PhoP GFP: PhoP-dependent GFP reporter repression – Salmonella Typhimurium, primary screen (AID 1863). S. Typhimurium PhoP-regulated promoter GFP reporter, 4 h; higher % means a stronger effect. inhibition, % at 50 µM; hits with a dose series show IC50 in µM. 0.16% of 300,000 active;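 active means inhibition over 29.93%, a cutoff 3 SD above the screen mean, later confirmed by dose response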;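 further: 0% = low Mg2+ inducing control and 100% = high Mg2+ repressing control; strong numbers were not always called active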
* marks the source's active call; other numbers are inactive results.

Screening CN(Cc1ccco1)S(=O)(=O)c1nnc(NC(=O)c2cccc(Cl)c2)s1 returned Siah-1 displacement 16%, West Nile virus CPE -0.9% and Salmonella PhoP GFP -8%.
For O=Cc1ccc(OCc2ccc3c(c2)OCO3)cc1 the results were Siah-1 displacement 3%, West Nile virus CPE 1.1% and Salmonella PhoP GFP 3%.
For O=C(NCCc1cccs1)C(c1ccccc1)c1ccccc1 the results were Siah-1 displacement -4%, West Nile virus CPE -0.7% and Salmonella PhoP GFP 5%.
Screening Cc1nn(Cc2noc(C(=O)NCCc3ccccn3)n2)c(C)c1Br returned Siah-1 displacement -3%, West Nile virus CPE 0.1% and Salmonella PhoP GFP 2%.
For Cc1ccc(S(=O)(=O)N2CCN(C(=O)c3ccco3)CC2)c(C)c1 the results were Siah-1 displacement 6%, West Nile virus CPE -0.8% and Salmonella PhoP GFP -7%.
`Cc1cccc(NC(=O)[C@@H](NC(=O)[C@@H]2Cc3ccccc3CN2)C(C)C)c1` gave Siah-1 displacement -4%, West Nile virus CPE -0.7% and Salmonella PhoP GFP 10%.
Screening CN(C)Cc1c(O)ccc2c(=O)c(-c3ccccc3)c(C(F)(F)F)oc12 returned Siah-1 displacement 2%, West Nile virus CPE 1.5% and Salmonella PhoP GFP 4%.
`COc1ccc(C(=O)NCCc2nnc3ccc(SCC(=O)N4CCCC4)nn23)cc1` gave Siah-1 displacement -3%, West Nile virus CPE -0.1% and Salmonella PhoP GFP -6%.
For CN(Cc1c(C(=O)N/N=C/c2ccccc2)nnn1-c1nonc1N)C1CCCCC1 the results were Siah-1 displacement 8%, West Nile virus CPE 0.1% and Salmonella PhoP GFP 1%.
`COc1ccc(-c2cc(C)no2)cc1S(=O)(=O)N1CCOc2ccccc21` gave Siah-1 displacement 4%, West Nile virus CPE 0.0% and Salmonella PhoP GFP -6%.
`O=C(Nc1cccc(-c2cscn2)c1)C1CCN(Cc2ccsc2)CC1` gave Siah-1 displacement 2%, West Nile virus CPE -0.6% and Salmonella PhoP GFP 3%.
`CCN(CC)CCN(C(=O)c1ccc2ncsc2c1)c1nc2cc3c(cc2s1)OCO3` gave Siah-1 displacement 10%, West Nile virus CPE -0.3% and Salmonella PhoP GFP -1%.

Structural class: those above containing two or more sulfur atoms
Screening CN(Cc1ccco1)S(=O)(=O)c1nnc(NC(=O)c2cccc(Cl)c2)s1 returned Siah-1 displacement 16%, West Nile virus CPE -0.9% and Salmonella PhoP GFP -8%.
`O=C(Nc1cccc(-c2cscn2)c1)C1CCN(Cc2ccsc2)CC1` gave Siah-1 displacement 2%, West Nile virus CPE -0.6% and Salmonella PhoP GFP 3%.
`CCN(CC)CCN(C(=O)c1ccc2ncsc2c1)c1nc2cc3c(cc2s1)OCO3` gave Siah-1 displacement 10%, West Nile virus CPE -0.3% and Salmonella PhoP GFP -1%.

Following part.
`COc1cc2ccccc2cc1C(=O)N1CCN(C(C)=O)CC1` gave Siah-1 displacement 0%, West Nile virus CPE 0.2% and Salmonella PhoP GFP -8%.
CCOc1ccc(S(=O)(=O)N2CCCC(C(=O)NCc3cccnc3)C2)cc1 (stereo not given) was read as Siah-1 displacement 4%, West Nile virus CPE 1.2% and Salmonella PhoP GFP 3%.
`OC(CNCc1ccccc1)(c1ccccc1)c1ccccc1` gave Siah-1 displacement 6%, West Nile virus CPE -1.1% and Salmonella PhoP GFP 8%.
Screening O=C(CC1CCCCC1)NCc1ccccc1 returned Siah-1 displacement 7%, West Nile virus CPE -0.2% and Salmonella PhoP GFP -5%.
Screening COc1ccc(NS(=O)(=O)c2csc(C(=O)N3CCCC3)c2)cc1 returned Siah-1 displacement 2%, West Nile virus CPE -0.3% and Salmonella PhoP GFP -12%.
Cc1ccccc1C(=O)c1cccn1CC(=O)NC1CCCC(C)C1C (stereo not given) was read as Siah-1 displacement -8%, West Nile virus CPE -0.6% and Salmonella PhoP GFP 2%.
Screening O=C(Cn1ccc2ccccc2c1=O)NCCC(=O)Nc1cccc(Cl)c1 returned Siah-1 displacement 3%, West Nile virus CPE -1.8% and Salmonella PhoP GFP -3%.
COc1ccc(OC)c(NC(=O)CSc2ccc3nnc(-c4ccccn4)n3n2)c1 was read as Siah-1 displacement 0%, West Nile virus CPE 0.0% and Salmonella PhoP GFP 4%.
CSCCCN1CCC(n2nccc2NC(=O)CCCc2ccccc2)CC1 was read as Siah-1 displacement 2%, West Nile virus CPE -0.2% and Salmonella PhoP GFP -1%.
Screening CC(Oc1ccc2ccc(=O)oc2c1)C(=O)NC1CCN(Cc2ccccc2)CC1 (stereo not given) returned Siah-1 displacement -2%, West Nile virus CPE 0.0% and Salmonella PhoP GFP 8%.
Screening CCN(Cc1nc(-c2ccc(C)cc2)no1)C(=O)c1ccco1 returned Siah-1 displacement 3%, West Nile virus CPE -0.7% and Salmonella PhoP GFP -5%.
COCCNC(=O)c1ccc2c(c1)nc(C)n2-c1cccc(Cl)c1 was read as Siah-1 displacement 6%, West Nile virus CPE -0.6% and Salmonella PhoP GFP -5%.
`Cc1cc(C)c2oc(=O)cc(CN3CCCCC3)c2c1` gave Siah-1 displacement 12%, West Nile virus CPE -0.4% and Salmonella PhoP GFP -2%.
`Cc1ccccc1/C=N/n1c(C2CCCCC2)n[nH]c1=S` gave Siah-1 displacement -2%, West Nile virus CPE -0.2% and Salmonella PhoP GFP -4%.
For Cc1ccc(/C=C2/SC(=S)N(CCCC(=O)Nc3cc([N+](=O)[O-])ccc3O)C2=O)cc1 the results were Siah-1 displacement -16%, West Nile virus CPE -0.3% and Salmonella PhoP GFP 0%.
Screening Cc1cc(C(=O)NC2CC(C)(C)Cc3c2cnn3-c2ccccc2)n(C)n1 (stereo not given) returned Siah-1 displacement 3%, West Nile virus CPE -1.3% and Salmonella PhoP GFP -2%.
Screening COc1ccccc1C(=O)N/N=C/c1ccc2c(c1)OCO2 returned Siah-1 displacement -5%, West Nile virus CPE 1.2% and Salmonella PhoP GFP -4%.
For CCOc1ccccc1NC(=O)CCNS(=O)(=O)c1ccccc1 the results were Siah-1 displacement -4%, West Nile virus CPE -0.7% and Salmonella PhoP GFP -5%.
Screening Cc1cc(C)nc(N/N=C2/CCSc3ccc(F)cc32)n1 returned Siah-1 displacement 2%, West Nile virus CPE -0.9% and Salmonella PhoP GFP 5%.
For COc1ccccc1N1CCN(C(=O)c2cc(=O)c3cc(C)ccc3o2)CC1 the results were Siah-1 displacement 3%, West Nile virus CPE 1.8% and Salmonella PhoP GFP 0%.
Screening COc1ccc2[nH]c(C(=O)O)c(NC(=O)c3cc(OC)c(OC)c(OC)c3)c2c1 returned Siah-1 displacement -1%, West Nile virus CPE -0.4% and Salmonella PhoP GFP -4%.
`Cc1cc2c3c([nH]c2cc1S(=O)(=O)NCCCOC(C)C)CC(C)(C)CC3=O` gave Siah-1 displacement 6%, West Nile virus CPE -1.4% and Salmonella PhoP GFP -2%.
For CC(C)c1cc(CNC(=O)C2CCC(=O)N(CCc3ccc(Cl)cc3)C2)on1 (stereo not given) the results were Siah-1 displacement 2%, West Nile virus CPE -0.6% and Salmonella PhoP GFP 1%.
`Cc1ccc(OCCN(C)C(=O)C2CCC(=O)N(Cc3ccccc3F)C2)cc1` (stereo not given) gave Siah-1 displacement 2%, West Nile virus CPE -1.6% and Salmonella PhoP GFP 9%.
For CC1CCCN(CCCNC(=O)CN2C(=O)COc3ccccc32)C1 (stereo not given) the results were Siah-1 displacement -4%, West Nile virus CPE 0.0% and Salmonella PhoP GFP -10%.
`Cc1ncc(CO)c2c1Oc1nc(-c3ccccc3)nc(SCC(=O)Nc3cccc(O)c3)c1C2` gave Siah-1 displacement -2%, West Nile virus CPE 0.8% and Salmonella PhoP GFP -8%.
Screening CCn1c(=O)c(C(=O)NCCc2ccc(Cl)cc2)c(O)c2ccccc21 returned Siah-1 displacement -4%, West Nile virus CPE -0.8% and Salmonella PhoP GFP 7%.
CCC(=O)c1cn(CC(=O)Nc2cc(C)ccc2C)c2ccccc12 was read as Siah-1 displacement 3%, West Nile virus CPE 0.0% and Salmonella PhoP GFP -3%.
CCc1ccccc1NC(=O)COC(=O)C1C2CC3OC(=O)C1C3C2 (stereo not given) was read as Siah-1 displacement 1%, West Nile virus CPE 0.4% and Salmonella PhoP GFP -4%.
O=C(NCc1ccco1)C1CCCN(c2ncnc3c2nc2n3CCCCC2)C1 (stereo not given) was read as Siah-1 displacement 6%, West Nile virus CPE -0.1% and Salmonella PhoP GFP -9%.
Screening Cc1ccc(CNC(=O)CN2C(=O)COc3ccc(S(=O)(=O)N4CCCCC4)cc32)o1 returned Siah-1 displacement 2%, West Nile virus CPE -0.1% and Salmonella PhoP GFP -6%.
Screening O=C(C1CC(=O)N(c2ccc(F)cc2)C1)N1CCN(c2ccccc2)CC1 (stereo not given) returned Siah-1 displacement 3%, West Nile virus CPE 0.2% and Salmonella PhoP GFP 1%.
Cc1csc(CN(C)C(=O)c2cn(Cc3cccc4ccccc34)nn2)n1 was read as Siah-1 displacement 9%, West Nile virus CPE -0.6% and Salmonella PhoP GFP -7%.
`CCN1CCN(c2nc3c(C)cccn3c(=O)c2C=C(C#N)C#N)CC1` gave Siah-1 displacement -1%, West Nile virus CPE -0.6% and Salmonella PhoP GFP 13%.
`CCCc1ncc(CN2CCCC(C(=O)Nc3ccc(-c4cccc(OC)c4)cc3)C2)cn1` (stereo not given) gave Siah-1 displacement -6%, West Nile virus CPE 0.7% and Salmonella PhoP GFP 7%.
For COc1cc(C(=S)N2CCOCC2)cc(OC)c1OC(=O)c1ccc(C)cc1 the results were Siah-1 displacement -3%, West Nile virus CPE -0.7% and Salmonella PhoP GFP 7%.

5 neighbouring records from above:
For CC1CCCN(CCCNC(=O)CN2C(=O)COc3ccccc32)C1 (stereo not given) the results were Siah-1 displacement -4%, West Nile virus CPE 0.0% and Salmonella PhoP GFP -10%.
`Cc1ncc(CO)c2c1Oc1nc(-c3ccccc3)nc(SCC(=O)Nc3cccc(O)c3)c1C2` gave Siah-1 displacement -2%, West Nile virus CPE 0.8% and Salmonella PhoP GFP -8%.
Screening CCn1c(=O)c(C(=O)NCCc2ccc(Cl)cc2)c(O)c2ccccc21 returned Siah-1 displacement -4%, West Nile virus CPE -0.8% and Salmonella PhoP GFP 7%.
CCC(=O)c1cn(CC(=O)Nc2cc(C)ccc2C)c2ccccc12 was read as Siah-1 displacement 3%, West Nile virus CPE 0.0% and Salmonella PhoP GFP -3%.
CCc1ccccc1NC(=O)COC(=O)C1C2CC3OC(=O)C1C3C2 (stereo not given) was read as Siah-1 displacement 1%, West Nile virus CPE 0.4% and Salmonella PhoP GFP -4%.

(continued)
Cc1ccc(S(=O)(=O)NC(Cc2ccc(Cl)cc2)C(=O)O)cc1 (stereo not given) was read as Siah-1 displacement 4%, West Nile virus CPE 0.2% and Salmonella PhoP GFP 3%.
`Cc1ccc(C23CC4CC(CC(NC(=O)NN)(C4)C2)C3)cc1` gave Siah-1 displacement -3%, West Nile virus CPE -0.1% and Salmonella PhoP GFP 1%.
`Cc1ccccc1C(=O)Nc1ccnn1C1CCN(C(=O)C2CCOC2)CC1` (stereo not given) gave Siah-1 displacement 13%, West Nile virus CPE -0.4% and Salmonella PhoP GFP -1%.
COC(=O)c1c(-c2ccccc2)c(-c2ccccc2)nn(C)c1=O was read as Siah-1 displacement 6%, West Nile virus CPE -0.5% and Salmonella PhoP GFP -3%.
`Cn1cccc1/C=N\NC(=O)C1COc2ccccc2O1` (stereo not given) gave Siah-1 displacement 6%, West Nile virus CPE -0.2% and Salmonella PhoP GFP 0%.
For COc1cccc(S(=O)(=O)NCc2ccc(C(=O)N3CCN(c4ccccc4)CC3)cc2)c1 the results were Siah-1 displacement -3%, West Nile virus CPE -0.7% and Salmonella PhoP GFP -6%.
`C=CCNC(=O)c1onc(CSc2nc3ccccc3[nH]2)c1C(=O)NCC=C` gave Siah-1 displacement -1%, West Nile virus CPE -0.8% and Salmonella PhoP GFP -3%.
For c1ccc(CNc2c3ccccc3nc3ccccc23)cc1 the results were Siah-1 displacement 13%, West Nile virus CPE -2.7% and Salmonella PhoP GFP 4%.

In the list so far, these have a COOH group:
Screening COc1ccc2[nH]c(C(=O)O)c(NC(=O)c3cc(OC)c(OC)c(OC)c3)c2c1 returned Siah-1 displacement -1%, West Nile virus CPE -0.4% and Salmonella PhoP GFP -4%.
Cc1ccc(S(=O)(=O)NC(Cc2ccc(Cl)cc2)C(=O)O)cc1 (stereo not given) was read as Siah-1 displacement 4%, West Nile virus CPE 0.2% and Salmonella PhoP GFP 3%.

Only part of the results is shown. The share of hits here may be higher or lower than overall.
